# PTHR1 agonist – qHTS for PTHR1 Agonists: Primary Screen. Parathyroid hormone/parathyroid hormone-related peptide receptor (Homo sapiens), Q03431. HEK293 GP2 PTHR1 cells, GloSensor cAMP luminescence, 1 h. Potency, µM (highest dose often 115 µM), for the others: top-dose activation, hits mostly activators. 410,000 tested, 0.075% active; further: potency means the concentration at half of the fitted maximal effect; nearly all actives have a fitted effect of over 55% in size; some results filed as inactive show a strong effect at the top dose; inactives centre near -15; many of its hits are not listed in these tables
#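 HEK-293-derived GP2 cells expressing PTHR1 and a GloSensor cAMP reporter, 3,000/well, plated overnight, given luciferin plus IBMX (each 0.5 mM as added) for 1 h at 37 °C, then compound for 1 h at 37 °C. Luminescence was read after 15 min at room temperature.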
# GLP1R cytotox – qHTS of GLP-1 Receptor Inverse Agonists: Cytotox Screen | AID 624418, 2012 | 410,000 tested, 0.13% active | HEK293 cAMP-luciferase reporter cells, luminescence, 24 h | Potency, µM (titrated, usually from 38.3 µM), for inactives: at the top dose activity change, negative = inhibition, usual class: inhibitors;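 further: loss of luciferase light is scored as toxicity; potency means the concentration at half of the fitted maximal effect; on the % scale 0 is the no-effect control and ±100 the full control effect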
#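 Compound-treated cells are incubated 24 hr at 37 deg C under 5% CO2 after a 12 hour attachment period, then luciferase detection reagent is added and luminescence is measured following 12 min at room temperature; lowered signal indicates toxicity.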
# DRD3 agonist – qHTS of D3 Dopamine Receptor Agonist: qHTS; D(3) dopamine receptor (Homo sapiens), P35462; D3R DiscoveRx beta-arrestin cells, luminescence, 90 min; max activation, %; 410,000 tested, 0.58% active; AID 652048, 2013; in the data active means max activation above about 30%; further: 0% is about no effect; mostly tested at two doses, the higher about 12 µM
# Target sequence (P35462 whole entry, looked up): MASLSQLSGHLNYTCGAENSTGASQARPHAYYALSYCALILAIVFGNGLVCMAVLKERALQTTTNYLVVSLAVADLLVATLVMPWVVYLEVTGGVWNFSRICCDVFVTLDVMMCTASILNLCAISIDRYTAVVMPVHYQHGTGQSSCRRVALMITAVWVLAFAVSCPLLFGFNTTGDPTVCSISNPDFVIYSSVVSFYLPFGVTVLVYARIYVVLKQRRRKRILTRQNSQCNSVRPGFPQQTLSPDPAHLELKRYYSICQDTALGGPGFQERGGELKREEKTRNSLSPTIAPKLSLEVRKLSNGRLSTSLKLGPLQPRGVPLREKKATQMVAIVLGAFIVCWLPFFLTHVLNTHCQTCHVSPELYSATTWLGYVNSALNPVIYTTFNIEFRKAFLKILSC
#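 Agonist mode: compounds and dopamine controls were applied to plated cells for 90 min at 37 degrees C after an overnight attachment at 1500 cells/well. Luminescent read-out followed 30 - 60 minutes at room temperature with DiscoveRx detection reagent.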
# KB-V1 cytotox – qHTS assay for MDR1-selective chemotherapeutics: Primary screen using the drug-selected MDR subline cells KB-V1. Potency, µM (series often up to 46.1 µM), for the others: at the highest dose activity change, negative = cytotoxicity, most hits filed as cytotoxic. 400,000 tested, 3.4% active. KB-V1 MDR cells viability, CellTiter-Glo, 72 h; further: potency means the concentration at half of the fitted maximal effect; on the % scale 0 is the no-effect control and ±100 the full control effect; nearly all actives have a fitted effect of over 60% in size
#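 KB-V1 MDR subline cells in DMEM (phenol-red free, 10% FBS) exposed to compounds in qHTS concentration series for 72 h at 37 degrees C. Viability read by CellTiter-Glo luminescence; concentration-effect curves fitted after normalization and correction.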
# GLP1R inv ag – qHTS of GLP-1 Receptor Inverse Agonists (Inhibition Mode). Glucagon-like peptide 1 receptor (Homo sapiens), P43220. Potency, µM (top dose mostly 38.3 µM), inactives show at the highest dose activity change, negative = inhibition, actives largely listed as inhibitors. HEK293 GLP-1R CRE-luciferase, luminescence, 24 h; GLP-1R form is constitutively active. 410,000 tested, 1.6% active; further: potency means the concentration at half of the fitted maximal effect; on the % scale 0 is the no-effect control and ±100 the full control effect; nearly all actives have a fitted effect of over 55% in size
# Target sequence (P43220 whole entry, looked up): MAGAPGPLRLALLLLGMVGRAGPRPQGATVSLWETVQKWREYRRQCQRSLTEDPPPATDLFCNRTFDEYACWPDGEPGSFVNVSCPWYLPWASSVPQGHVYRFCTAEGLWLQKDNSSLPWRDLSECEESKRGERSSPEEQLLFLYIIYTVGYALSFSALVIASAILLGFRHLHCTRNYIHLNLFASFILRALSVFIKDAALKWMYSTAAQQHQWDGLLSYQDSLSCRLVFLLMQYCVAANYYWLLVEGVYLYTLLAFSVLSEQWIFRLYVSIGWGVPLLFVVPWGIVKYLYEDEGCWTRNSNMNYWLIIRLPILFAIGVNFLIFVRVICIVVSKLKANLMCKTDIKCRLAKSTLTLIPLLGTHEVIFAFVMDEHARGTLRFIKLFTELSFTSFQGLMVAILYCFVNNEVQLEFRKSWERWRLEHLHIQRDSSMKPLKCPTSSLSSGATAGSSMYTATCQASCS
#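 Cells are plated, allowed 12 hours at 37 deg C, then treated with compounds for 24 hr before luciferase detection reagent is added and luminescence is read after 12 min at room temperature. The HEK293 line carries constitutively active GLP-1R with a cAMP-responsive reporter.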
# TDP-43 yeast inh – qHTS of TDP-43 Inhibitors; TDP-43 expressing yeast growth rescue, BacTiter-Glo, 24 h; Potency, µM (highest dose often 46.1 µM), for inactives: top-dose growth rescue (activation), hits mostly activators; 410,000 tested, 1.8% active; AID 652104, 2013; further: potency means the concentration at half of the fitted maximal effect; % of control where 0% means no effect; nearly all actives have a fitted effect of over 50% in size
#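 Growth rescue of TDP-43-toxic yeast measured as ATP luminescence (BacTiter-Glo). Cells grown to mid-log in raffinose, induced in galactose at OD600=0.02, exposed to compound 24 hr at 30 deg C.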
# DRD3 antagonist – qHTS of D3 Dopamine Receptor Antagonist: qHTS | D(3) dopamine receptor (Homo sapiens), P35462 | D3R cells, DiscoveRx beta-arrestin luminescence, antagonist mode; hits give low values | max response, negative = inhibition, % | 360,000 tested, 2.5% active | AID 652054, 2013; in the data active means max response below about -50%; inconclusive means no clear call, values can overlap the other calls; further: on the % scale 0 is the no-effect control and ±100 the full control effect; mostly tested at two doses, the higher about 12 µM
#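 Cells expressing the human receptor were seeded at 1500 cells/well, incubated overnight at 37 degrees C in 5% CO2, then exposed to library compounds with dopamine controls for 90 minutes at 37 degrees C before luminescent detection.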
# GLP-1R agonist – qHTS of GLP-1 Receptor Agonists. AID 624172, 2012. Glucagon-like peptide 1 receptor (Homo sapiens), P43220. HEK293 GLP-1R CRE-luciferase, luminescence, 4-6 h; cells express a hypersensitive GLP-1R form. Potency, µM (series often up to 45.6 µM), for inactives: at the top dose activation, usual class: activators. 380,000 tested, 0.007% active; further: potency means the concentration at half of the fitted maximal effect; % of control where 0% means no effect
# aSyn yeast inh – qHTS of alpha-syn Inhibitors; Yeast expressing alpha-synuclein, growth rescue, BacTiter-Glo, 24 h; Potency, µM (series often up to 46.1 µM), for inactives: at the top dose growth rescue (activation), most hits filed as activators; 370,000 tested, 0.14% active; AID 652106, 2013; further: potency means the concentration at half of the fitted maximal effect; % of control where 0% means no effect; nearly all actives have a fitted effect of over 65% in size
#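 Screening used galactose-induced yeast with toxic alpha-synuclein levels, exposed to compound for 24 hr at 30 deg C. Cell growth, read with BacTiter-Glo luminescence, gave the measured signal.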
# * = called active by the depositor; i = inactive; ? = inconclusive; / = not tested or not shown; [ ] = remark or other dose. Unless noted, the call rests on the fitted dose curve; in most records, active means well fitted curve in the direction sought with a large enough effect; inconclusive means small, poorly fitted or top-dose-only effect, or another doubt; inactive means no such curve, though single readings can be large; an effect the other way counts as inactive or inconclusive.
# Every second line gives: PTHR1 agonist | GLP1R cytotox | DRD3 agonist | KB-V1 cytotox | GLP1R inv ag | TDP-43 yeast inh | DRD3 antagonist | GLP-1R agonist | aSyn yeast inh
CCN(CC)c1ccc(NC(=O)c2sc3nc(-c4ccccc4)cn3c2C)cc1
  -83%[inhibitor] | -13% | 1 | / | ? | 19% | / | / | /
Cc1sc(NC(=O)c2oc3ccccc3c2C)c(C#N)c1C
  -4%[57.5 µM] | 1% | -1 | -4% | 1% | -24% | 15 | -9% | -4%
Fc1cccc(-n2c(-c3ccco3)nc3nc4ccccc4nc32)c1
  ? | 7% | -4 | 10% | 3% | 1% | 12 | -9% | -3%
Cc1ccccc1OCC(=O)Nn1c(COc2ccccc2)nc2ccccc2c1=O
  -1%[57.5 µM] | 72%[activator] | -5 | -4% | -22% | -13% | 15 | 3% | 11%
COc1ccc(CCN2C(=O)c3ccncc3C2=O)cc1OC
  i | 1% | 3 | ? | 10% | 26% | 9 | -7% | 7%
CS(=O)(=O)N(CC(=O)Nc1cc(Cl)ccc1Cl)c1ccccc1
  -23%[57.5 µM] | -5% | 17 | 16µM* | -5% | -9% | 14 | -13% | 9%
CCNC(=O)O/N=C1\CCCCC1c1ccc([N+](=O)[O-])cc1[N+](=O)[O-] (stereo not given)
  i | -5% | -1 | 12% | 63%[activator] | 14µM* | -9 | -1% | -5%
COc1ccc(C)cc1NC(=O)N1CCC(CN2CCC(C)CC2)CC1
  -6% | -6% | -13 | -1% | -3% | -2% | / | / | /
CCN(CC)C(=O)[C@H]1C[C@H](CC(=O)NCc2ccc(OC)c(OC)c2)C(=O)N2CCc3c([nH]c4ccc(Cl)cc34)[C@]12C
  -29% | 4% | -6 | -18% | ? | 25% | ? | 2% | 11%
Cc1ccc(CNC(=O)c2ccc(CS(=O)(=O)Cc3ccc(F)cc3)o2)cc1
  -30%[inhibitor] | -19% | -5 | 3% | -20% | 5% | / | / | /
COc1ccc(CNc2ncc(-c3ccc(F)cc3)n2C)cc1OC
  i | -24% | -5 | ? | -14% | -8% | -5 | -5% | -1%
CCNS(=O)(=O)c1ccc(CCC(=O)N2CCCC2)cc1
  i | 13% | 1 | -5% | 13% | 7% | -10 | -1% | -7%
O=C(Nc1ccccn1)C1COc2ccccc2O1 (stereo not given)
  i | 1% | 11 | 1% | 4% | 6% | -15 | -1% | -2%
O=S1(=O)c2c(F)cccc2OC(COc2ccccc2)CN1CCc1ccc(F)cc1 (stereo not given)
  i | 4% | 5 | -10% | ? | 12% | 2 | 8% | 8%
CC#CC[N+](C)(C)CCCCCCCC
  -12% | 0% | 2 | 3% | -3% | -10%[1.82 µM] | 6 | 7% | 4%
C=CCn1c(SCC(=O)Nc2ccc(C)cc2C)nnc1-c1cccnc1
  i | -2% | 9 | 3% | 2% | 0% | 21 | -3% | 0%
Cc1cc2c(c(=O)n1Cc1ccc3c(c1)OCO3)C(c1cccnc1)C(C#N)=C(N)O2 (stereo not given)
  -17%[57.5 µM] | -16% | 9 | -19% | 23% | 9% | 16 | 13% | -3%
COCCNc1sc(S(=O)(=O)c2ccc(C)cc2)nc1S(=O)(=O)c1ccc(C)cc1
  21% | 14% | -4 | ? | 10% | -1% | / | / | /
COc1cc2c(=O)n(C)c3ccccc3c2cc1OC
  -1% | 3% | -4 | ? | 40%[activator] | ? | -2 | 2% | ?
O=c1c2ccccc2nc(/C=C/c2ccc3c(c2)OCO3)n1CCCO
  i | 12% | 2 | -23% | ? | 20% | 6 | 22% | 0%
CCOC(=O)[C@]12CCC=C1N(CCC1=CCCCC1)C(=O)[C@H](CC(=O)NCCC(C)C)C2
  i | 3% | 3 | ? | 9% | 6% | 0 | -2% | -3%
CCOC(=O)Cn1nnc(-c2cc(OC)c(OC)c(OC)c2)n1
  -1% | 3% | -8 | -4% | 10% | 11%[9.22 µM] | -7 | 2% | -8%
Cc1ccc2cc([N+](=O)[O-])ccc2n1
  i | 17% | 14 | 11% | 25% | 11% | 6 | 6% | 5%
COCCNc1nc(C)cc(-c2cc(C(=O)Nc3ccccc3)on2)n1
  -19% | -3% | 3 | -26% | -4% | ? | 24 | 4% | -1%
COC(=O)c1ccc(CNC(=O)c2ccc(OC)c(S(=O)(=O)NC3CCCC3)c2)cc1
  i | -20% | -7 | -4% | 18% | 11% | 7 | 13% | 3%
CCS(=O)(=O)n1nc(-c2ccco2)nc1SC
  -6%[57.5 µM] | -6% | 2 | -3% | 7% | 10% | 5 | -1% | -17%
O=C1CC2(CCCCCC2)Oc2ccccc21
  -48%[inhibitor] | -6% | 11 | 1% | -1% | 9% | 2 | -4% | 0%
COC(=O)c1ccc(CN2C(=O)NC3(CCCCC3C)C2=O)o1 (stereo not given)
  -6%[57.5 µM] | -17% | -3 | 1% | -25% | -7% | 10 | -9% | 0%
COC(=O)c1csc(-c2ccc(CO)o2)n1
  i | 4% | 2 | 3% | 28% | 11% | 2 | -7% | -2%
CCOC(=O)c1c(-c2ccccc2)oc2ccc(O)c(CN3CCOCC3)c12
  -9%[57.5 µM] | 7% | 1 | ? | ? | -6% | -5 | 1% | -2%
CC(C)NS(=O)(=O)c1ccc(NCCCn2ccnc2)c([N+](=O)[O-])c1
  i | -3% | 0 | -3% | -11% | 19% | -11 | 7% | -5%
CCOCCOC(=O)c1[nH]c2c(c1C)C(=O)CC(c1cccs1)C2 (stereo not given)
  -2% | -37% | -9 | 1.2µM* | ? | 24% | -2 | 18% | 2%
COc1nnc(-c2ccc(N3CCOCC3)c(NC(C)=O)c2)c2ccccc12
  i | 0% | -8 | 4% | 0% | -11% | -52* | -3% | -17%
COc1ccc(S(=O)(=O)c2cnc3cc(OC)c(OC)cc3c2N2CCCC(C)C2)cc1 (stereo not given)
  -15% | 2% | 2 | -17% | 9% | ? | / | / | /
O=C(Cn1cnc2ccccc21)NCCCN1CCOCC1
  i | -10% | -4 | 0% | 3% | -15% | 25 | -10% | -2%
CCCCC1CCC(C(=O)N2CC(=O)Nc3ccc(Cl)cc3C2c2ccc(F)cc2)CC1 (stereo not given)
  i | 0% | 3 | / | ? | 12% | / | / | /
C[C@H]1CN([C@@H](C)CO)C(=O)c2cc(-c3cccc(C(=O)N(C)C)c3)cnc2O[C@H]1CN(C)C(=O)Cc1ccccn1
  -19% | 5% | -8 | 23% | -8% | 20% | -10 | 8% | -6%
S=C(Nc1ccc(Cl)cc1)NN1CCOCC1
  i | -8% | -2 | 2% | 6% | 14% | 8 | -5% | 5%
CCc1nonc1NC(=O)c1oc2c(C)c(C)ccc2c1C
  -2% | 8% | 7 | -3% | -14% | 16% | -52* | 4% | 0%
CCCNC(=O)C[C@H]1C[C@H]2c3cc(NC(=O)Nc4ccc(F)cc4)ccc3O[C@H]2[C@@H](CO)O1
  i | 1% | -5 | 1% | -12% | 9% | -10 | 3% | -2%
O=C(CSc1ccccn1)N/N=C/C=C/c1ccccc1
  -10% | 8% | 2 | 13% | 16% | ? | -4 | -4% | -11%
COc1ccc(NC(=O)CN(C)S(=O)(=O)c2ccc(Br)s2)cc1
  i | -4% | -9 | ? | ? | -5% | -9 | 1% | -1%
O=C(CCCCn1c(=O)c2ccccc2n(Cc2cccc(F)c2)c1=O)NCCc1ccccc1
  -29% | 20% | -18 | 0% | 6% | -5% | / | -1% | /
CCOC(=O)c1cccc(NC(=O)c2ccc(F)cc2F)c1
  -26% | -37% | 2 | -1% | 11% | 3% | 9 | 10% | -13%
Cc1ccccc1C(=O)Nc1ccccc1N1CCCCC1
  -28% | 16% | 27 | -3% | ? | 3% | 19 | 11% | 1%
CCN(CC)S(=O)(=O)c1ccc(C(=O)Nc2nnc(C(C)C)s2)cc1
  -43%[inhibitor] | 1% | -3 | ? | 5% | 0% | -69* | -1% | ?
Cc1ccc(Nc2ncnc3onc(C)c23)cc1Cl
  -10% | -6% | 2 | 12% | -19% | 35µM* | / | / | /
O=C(Cc1cccs1)NCc1ccc(Cl)cc1
  -6% | -2% | 1 | -3% | 9% | 25% | 7 | -3% | 7%
Clc1ccc(-c2nnc(NC3=NCCCCC3)o2)cc1
  -24%[57.5 µM] | -4% | 3 | ? | 4.5µM* | ? | 8 | -18% | 4%
COc1ccc([N+](=O)[O-])cc1NC(=O)COC(=O)c1ccccc1C(=O)c1ccccc1
  i | 4% | -6 | 2% | -37% | -5% | 0 | 2% | -12%
CCCN(CC(=O)NC(=O)NC1CCCCC1)CC(=O)Nc1cc(Cl)ccc1Cl
  -10% | ? | 2 | 4.1µM* | ? | 0% | 0 | -20% | ?
CCCN(CC(=O)Nc1ccccc1C)C(=O)c1ccc2c(c1)OCO2
  i | -25% | 6 | ? | -15% | 21% | -9 | -10% | 8%
CC(C)C[C@H](NC(=O)/C=C/[C@H]1O[C@@H](n2ccc(=O)[nH]c2=O)[C@H](O)[C@@H]1O)C(=O)O
  -8% | -10% | 13 | -12% | 26% | 28% | 50 | 6% | 2%
CCn1c(-c2csc(-c3ccccc3)n2)n[nH]c1=S
  16%[57.5 µM] | ? | -4 | -17% | ? | 20% | -27 | 0% | -7%
CCOC(=O)c1cnc(-n2nc(C)cc2C)nc1Nc1cccc(C(C)=O)c1
  i | 9% | 2 | ? | 0% | 20% | 1 | -8% | 2%
CC1=NN(C(N)=S)C(=O)C1N=Nc1ccc(Cl)cc1 (stereo not given)
  i | 3% | 1 | ? | ? | ? | 2 | -4% | -22%

# Some of the compounds tested (hit frequency here may not be typical).
